# Myeloid diff 2 – induction of myeloid progenitor differentiation, primary screen, cell-based, flow cytometry, MLPCN library | ER-HoxA9 myeloid progenitors, lysozyme-GFP differentiation | calls only at 10 µM | 360,000 tested, 1% active | AID 624256, 2012;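 active means normalized GFP-positive differentiation at or above the plate's own cutoff, the solvent-only control mean plus 3 SD; inconclusive means no clear call, values can overlap the other calls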;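 further: cells exposed to compound for four days before flow analysis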
# Myeloid diff 2 GFP+ MAC1+ % – further read-out of Myeloid diff 2, marked with its call; GFP+ MAC1+ double positive, %; measured here: differentiation confirmed by MAC1 staining
# * hit, by the source's call; i = inactive; u = inconclusive; x = not tested or not shown; + = active, no number. This is a subset. The share of hits here may be higher or lower than overall.
SMILES,Myeloid diff 2,Myeloid diff 2 GFP+ MAC1+ %
Cc1ccc(NC(=O)COC(=O)CCc2c[nH]c3ccccc23)cc1,i,0.8
CC(c1nc2ccccc2c(=O)[nH]1)N1CCN(S(=O)(=O)c2ccc(F)c(Cl)c2)CC1 (centres undefined),i,1.4
CC(C)C[C@@H](CN)NC(=O)c1nc[nH]c1C(=O)N[C@@H](Cc1ccccc1)C(=O)CNC[C@H](C)NC(=O)c1nc[nH]c1C(=O)N[C@@H](C)C(=O)O,i,0.7
COc1ccc(NC(=O)CN2c3cccc4cccc(c34)S2(=O)=O)cc1OC,i,1.5
Nc1[nH]c(C(=O)c2ccccc2)c(-c2ccc(Cl)c(F)c2)c1C(=O)NCCc1c[nH]c2ccccc12,i,1.5
CCC(=O)Nc1cc2c(cc1Cl)-c1ccccc1C2,i,0.9
OCCN1CCN(c2ncnc3c2ncn3[C@H]2CN(Cc3ccc(-c4ccccc4)cc3)C[C@@H](CO)O2)CC1,i,1.0
COc1cc(C(O)c2nc(-c3cncnc3)cs2)ccc1F (centres undefined),i,0.5
CC1=C(C(=O)OCc2ccccc2)C(c2ccccc2OS(=O)(=O)c2ccc([N+](=O)[O-])cc2)NC(=O)N1CCCC(=O)O (centres undefined),i,1.5
Cc1ccc(NC(=O)CN2CCN(C)CC2)cc1Br,i,0.3
NCC1C2CCC(O2)C1CO (centres undefined),i,0.9
CCOC(=O)[C@H]1[C@H]2COc3ccc(Br)cc3[C@H]2N2C(=O)CN(Cc3ccc(Cl)cc3)C(=O)[C@@]12C,i,0.8
CSC12CCCN(CCC(C(C)(C)C)C1)C2=O (centres undefined),i,0.8
Cc1ccc2nc(-c3ccc(F)cc3)c(Cc3cccc(Cl)c3)n2c1,i,0.8
O=C(O)C(CCc1ccccc1)N1CCOCC1 (centres undefined),i,1.3
O=C(CCCC(=O)NN=Cc1cccc(O)c1)NN=Cc1cccc(O)c1,i,0.4
C#CCN(C[C@@H]1[C@@H](OC(=O)Nc2cccs2)[C@@H](OC(=O)Nc2cccs2)Cn2c(=O)ccc(=O)n21)S(=O)(=O)c1ccc(C)cc1,i,0.3
O=C(NCc1cccc(C(F)(F)F)c1)c1csc([C@@H]2O[C@H](CO)[C@H](O)[C@H](O)[C@H]2O)n1,i,0.7
CCOc1ccc(S(=O)(=O)N2CCN(C(=O)c3cc(S(=O)(=O)N4CCOCC4)ccc3C)CC2)cc1,i,1.5
CCc1nc2ccc(C(=O)Nc3cccc(OCC(=O)N(C)C)c3)cn2c1N(C)C(=O)c1ccncc1,i,0.8
COc1ccc(C(=O)c2ccccc2CN2C(=O)c3ccccc3C2=O)cc1,i,0.7
CCCCC(=O)N(C)c1c(CC)nc2c(OCC(=O)C(C)(C)C)cccn12,i,0.6
CCCCCCCCN1C(=O)[C@H](CC(=O)N2CCC(c3ccccc3)CC2)C[C@@]2(C(=O)OC)CCCCC=C12,i,0.4
Cn1c(=O)[nH]c(=O)c2c1[nH]c(=S)n2CCCc1ccccc1,i,0.9
OCCN(Cc1cccnc1)Cc1ccccn1,i,0.9

# Of the compounds above, two have a tert-butyl group.
SMILES,Myeloid diff 2,Myeloid diff 2 GFP+ MAC1+ %
CSC12CCCN(CCC(C(C)(C)C)C1)C2=O (centres undefined),i,0.8
CCCCC(=O)N(C)c1c(CC)nc2c(OCC(=O)C(C)(C)C)cccn12,i,0.6

# 3 compounds out of the list above, arranged by their value in Myeloid diff 2 GFP+ MAC1+ %, smallest number first.
SMILES	Myeloid diff 2 GFP+ MAC1+ %
COc1cc(C(O)c2nc(-c3cncnc3)cs2)ccc1F (centres undefined)	0.5
CC(C)C[C@@H](CN)NC(=O)c1nc[nH]c1C(=O)N[C@@H](Cc1ccccc1)C(=O)CNC[C@H](C)NC(=O)c1nc[nH]c1C(=O)N[C@@H](C)C(=O)O	0.7
O=C(O)C(CCc1ccccc1)N1CCOCC1 (centres undefined)	1.3

# Remaining list, next part.
SMILES,Myeloid diff 2,Myeloid diff 2 GFP+ MAC1+ %
COC(=O)c1cc(C)nc(Nc2nc(C(N)Cc3ccc(Cl)cc3)cs2)n1 (centres undefined),i,0.4
Cn1nc(C(=O)NCCc2ccc3c(c2)OCCO3)c2ccccc2c1=O,i,0.9
CCCCCC1C(C(=O)OCC)C(=O)NC1(C(=O)OCC)C(=O)OCC (centres undefined),i,1.0
O=C1C(=Cc2cccc(Cl)c2)CCc2ccccc21,i,1.1
COc1ccccc1S(=O)(=O)N(C)C[C@@H]1OCc2cnnn2CCCC(=O)N([C@@H](C)CO)C[C@@H]1C,i,1.0
Nn1c(SCC(=O)NC2CCCC2)nnc1C(F)(F)F,i,1.2
Nc1ccn([C@@H]2O[C@H](CNCc3ccc(Oc4cc(-n5cccn5)ncn4)cc3)[C@@H](O)[C@H]2O)c(=O)n1,i,0.5
Cc1ccc(Cc2c(-c3ccccc3)nc3cc(C)ccn23)cc1,i,1.2
O=C(CSc1nnc(CN2CCCC2)n1-c1ccc(F)cc1)c1ccc2c(c1)OCO2,i,0.4
CCCCCc1c(-c2cccc(OC)c2)ncn1CCc1ccccc1OC,i,0.9
COc1ccc(-c2c(C(=O)c3ccc(Br)cc3)[nH]c(N)c2C(=O)c2ccccc2)cc1OC,+,1.5*
CCOc1ccccc1N1CC(C(=O)Nc2cc(S(=O)(=O)N3CCOCC3)ccc2OC(C)C)CC1=O (centres undefined),i,1.5
CC(=O)c1ccccc1NC(=O)CSCc1nc2sc(C)c(C)c2c(=O)[nH]1,i,0.5
O=C(c1cccc(S(=O)(=O)N2CCCCCC2)c1)N1CCN(Cc2ccccc2)CC1,i,1.5
CC(=O)N1Cc2cc(C(=O)NCc3cccc(F)c3)nc(-c3cccc(C4=CCCCC4)c3)c2[C@H]1CCO,i,1.2
COc1cc(OC)c(OC)cc1CNC(=O)c1cc(S(=O)(=O)N(C)c2ccccc2OC)ccc1C,i,0.8
CC(Sc1nnc(COc2ccc(Cl)cc2)o1)C(=O)Nc1ccc(N2CCOCC2)cc1 (centres undefined),i,1.1
O=C(O)c1ccccc1C(=O)OC1CCCC2CCCC21 (centres undefined),i,2.6
OCC(O)C1OC(c2ccccc2)OC(CO)C1O (centres undefined),i,2.0
COc1ccc2[nH]c3c(c2c1)CCN1C(=O)C(CC(=O)NCc2cccc(C(F)(F)F)c2)C[C@H](C(=O)N2CCCCC2)[C@@]31C (some centres undefined),i,3.8
CC(=O)Oc1ccc(Cn2c(C)c(C(=O)NCc3cccc(C(F)(F)F)c3)sc2=O)cc1,i,4.2
COc1ccccc1NC(=O)COC(=O)Cn1c(C)csc1=O,i,1.0
Cc1ccc(S(=O)(=O)N2[C@@H](CO)CO[C@H]2CC(=O)c2cccc3ccccc23)cc1,i,1.1
NC(=O)c1ccc(NCCc2ccco2)cc1,i,0.7
COCCCn1cc(CN(C)C2CN(Cc3cn(CCCOC)nn3)S(=O)(=O)C2)nn1 (centres undefined),i,0.5

# Entries of single compounds as entered above.
# Record of CCCCCC1C(C(=O)OCC)C(=O)NC1(C(=O)OCC)C(=O)OCC (centres undefined) : Myeloid diff 2: i; Myeloid diff 2 GFP+ MAC1+ %: 1.0
# Record of COC(=O)c1cc(C)nc(Nc2nc(C(N)Cc3ccc(Cl)cc3)cs2)n1 (centres undefined) : Myeloid diff 2: i; Myeloid diff 2 GFP+ MAC1+ %: 0.4
# Record of CC(=O)Oc1ccc(Cn2c(C)c(C(=O)NCc3cccc(C(F)(F)F)c3)sc2=O)cc1 : Myeloid diff 2: i; Myeloid diff 2 GFP+ MAC1+ %: 4.2

# Next part:
SMILES,Myeloid diff 2,Myeloid diff 2 GFP+ MAC1+ %
O=C(NCC1CC1)c1cccc2c(-c3ccc(F)c(F)c3)coc12,i,0.6
C=CCn1c(SCC(=O)N(CC)C2CCS(=O)(=O)C2)nc2scc(-c3ccccc3)c2c1=O (centres undefined),i,0.9
CN(C)S(=O)(=O)c1cccc(C(=O)N2CCN(S(=O)(=O)c3ccc4c(c3)OCCO4)CC2)c1,i,1.1
CC(NC(=O)c1ccc2c(=O)n3c(nc2c1)CCCCC3)c1ccccc1 (centres undefined),i,0.2
C[C@H]1CN([C@@H](C)CO)C(=O)CCCn2cc(nn2)CO[C@@H]1CN(C)S(=O)(=O)c1ccc(Cl)cc1,i,1.0
CCC[C@H]1CN(Cc2cccnc2)C(=O)[C@@H]1CC(=O)Nc1ccc(Br)cc1,i,0.4
COc1ccc(Cc2c(-c3cccc(Cl)c3)nc3ccc(Cl)cn23)c(C)c1,i,0.4
CC(=O)N1CCN(Cc2cc(=O)oc3ccccc23)CC1,i,2.3
O=C1OC(Cc2ccccc2)(c2ccccc2)c2ccccc21 (centres undefined),i,0.5
OC[C@@H]1CN(Cc2cccs2)C[C@H](n2cnc3c(NC4CCCC4)ncnc32)O1,i,0.4
CN(C)C(=O)CCc1ccc2c3c([nH]c2c1)[C@]1(C)[C@@H](C(=O)N2CCCCC2)C[C@H](CC(=O)NCCCn2ccnc2)C(=O)N1CC3,i,0.6
COCOCCn1cc(CN2CCS(=O)(=O)N(Cc3ccc(-c4ccc(OC)c(OC)c4)cc3)C(C)C2=O)nn1 (centres undefined),i,0.3
Cc1onc(-c2c(F)cccc2Cl)c1C(=O)OCC(=O)Nc1cccc(S(=O)(=O)N(C)C)c1,i,1.0
Cc1cccc(-n2c(C)nc3cc(C(=O)NCCN4CCOCC4)ccc32)c1,i,0.9
CC1(C(=O)Nc2cccc(NS(C)(=O)=O)c2)Cc2c(-c3ccc(C(N)=O)cc3)ccnc2O1 (centres undefined),i,0.5
Nc1ccn([C@@H]2O[C@H](CO)[C@@H](O)[C@H]2O)c(=O)n1,i,1.8
O=[N+]([O-])c1ccccc1C=NN1CCCCCC1,i,0.5
Cc1ccc(NC(=O)C2(C)CCCN(C(C)C)C2)cc1C (centres undefined),i,0.6
O=C(NCc1ccc(F)cc1)c1cc(C2CCCN(S(=O)(=O)c3ccccc3)C2)on1 (centres undefined),i,1.3
CCC(C)c1ccc(S(=O)(=O)N2CCN(CC(O)COCC3CCCO3)CC2)cc1 (centres undefined),i,0.4
C(=C\c1ccccc1)/CN1CCN(C(CCc2ccccc2)c2nnnn2C2CCCC2)CC1 (centres undefined),i,0.7
COc1ccc(NS(=O)(=O)c2ccc(C)c(C(=O)NCCCn3ccnc3)c2)cc1,i,1.9
CC(C)(C)n1nnnc1C(c1ccccc1OC(F)(F)F)N1CCN(C/C=C/c2ccccc2)CC1 (centres undefined),i,1.0
COc1ccc(C2NC(=O)c3ccccc3N2)c(OC)c1OC (centres undefined),i,1.0
Cc1cccc(C)c1N1CCN(C(c2ccnc3ccccc23)c2nnnn2-c2ccc3c(c2)OCCO3)CC1 (centres undefined),i,1.1

# New compounds follow
SMILES,Myeloid diff 2,Myeloid diff 2 GFP+ MAC1+ %
COc1cccc(C(=O)N2CCC[C@H]2C(=O)N2CCC[C@H]2C(=O)NCc2ccc(F)cc2F)c1,i,1.7
CCc1ccc(C(O)c2ncc(-c3ccccc3C(F)(F)F)[nH]2)cc1 (centres undefined),i,0.6
COc1ccc(-c2[nH]nc3nc(N4CCN(C(=O)c5ccoc5)CC4)cc(C(F)(F)F)c23)cc1,i,1.5
O=C1c2ccccc2C(=O)c2cc(N3CCCCC3)ccc21,+,14.0*
COc1ccc(C(O)c2ncc(-c3cccc(OCc4ccccc4)c3)[nH]2)cc1F (centres undefined),i,0.4
CCCc1c(C(=O)N/N=C(\CC)c2ccccc2)nnn1-c1nonc1N,i,0.5
Cc1ccc(S(=O)(=O)NN2CCCCCC2)cc1,i,1.1
C#CCNC(=O)C[C@@H]1C[C@@]2(C(=O)OC)CCCCC=C2N(Cc2ccc(Cl)cc2Cl)C1=O,i,0.9
CC1CN(C=O)CC(C)N1CCN1C(C)CN(C=O)CC1C (centres undefined),i,1.1
CC1(Cc2ccc(Cl)s2)C(=O)Nc2c(Cl)ccc(Cl)c21 (centres undefined),i,0.4
O=C(c1nc2ccc(Cl)cn2c1CN1CCC[C@H]1CO)N1CCc2ccccc2C1,i,1.4
COc1ccc(CC(N)c2csc(NC(=O)NCCc3ccc(OC)c(OC)c3)n2)cc1 (centres undefined),i,0.7
Cc1cc(=O)oc2c(CN3CCCCC3)c(O)ccc12,i,1.7
CCOC(=O)C1CCCN(C(=O)c2[nH]c(C(F)(F)F)nc2-c2ccccc2)C1 (centres undefined),i,0.3
S=C(NN=Cc1ccccn1)Nc1ccccn1,u,x
CC(=O)N1N=C(c2ccc(Br)cc2)CC1c1cccc([N+](=O)[O-])c1 (centres undefined),i,1.2
Cn1c(-c2ccc(F)cc2)cnc1NCc1ccc(F)cc1F,i,1.0
C[C@H](CO)N1C[C@H](C)[C@H](CN(C)S(C)(=O)=O)OCc2ccccc2-c2c(n(C)c3ccccc23)C1=O,i,0.6
CCc1oc(-c2ccc(OC)cc2)c(C(=O)OCCCCCO)c1C(C)OCCO (centres undefined),i,0.5
CCCCNC(=O)C1(C)CCN1C(=O)c1ccc(OC)c(F)c1 (centres undefined),i,0.9
O=C(C#Cc1ccccc1)c1ccccc1,i,1.7
NC(c1csc(Nc2cc(NCc3ccco3)ncn2)n1)c1ccccc1Cl (centres undefined),i,1.5
CN(CCc1ccccc1)C(=O)c1cccc(NC(=O)Cc2cccc(NC(=O)C3CCN(C(=O)C4CCC4)CC3)c2)c1,i,1.0
O=C(COC(=O)C1CC1)NCCc1ccc(Cl)cc1,i,1.1
Cc1cc(C)n2nc(C(=O)OCC(=O)N(Cc3ccccc3)C(C)C)nc2n1,i,0.7
Cc1ccccc1Nc1n[nH]c(=S)s1,i,0.2
COc1ccc(CCNC(=O)Nc2nc(C(N)CCc3ccccc3)cs2)cc1OC (centres undefined),i,0.6
Fc1cccc(Cc2c(-c3ccco3)nc3ccc(Br)cn23)c1,i,0.8
CCN(CC)C(=O)C1=C(C)N(CCCN2CCCC2=O)C(=O)C(CC(=O)NCCCN(C)C)C1 (centres undefined),i,0.9
COc1cccc(Nc2nc(C(N)CCc3ccccc3)cs2)n1 (centres undefined),i,2.6

# High-throughput results deposited in PubChem by NMMLSC.
